Bioassay records as filed in PubChem.
hcDAF12 agonist: activates DAF-12 receptor from parasite H. contortus | 370,000 compounds, 1.4% hits | HEK293 hcDAF-12 lit1-tk-luc reporter, luminescence; 0% DMSO, 100% Δ7-dafachronic acid | activation, % at 6.8 µM | AID 652067;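 active = activation above the mean of all tested compounds plus 3 SD, cut at about 5.5% in these data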;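 also: 100% = response to 3 µM Δ7-dafachronic acid high control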
hgDAF-12 ag: activates the H. glycines DAF-12 receptor ligand-binding domain | HEK293 GAL4-hgDAF12 UAS-luciferase reporter, agonist luminescence; normalized to butyrate control | activation, % at 6.8 µM | 370,000 compounds, 1.8% hits;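 active = activation above a cutoff set at the mean of all screened compounds plus 3 SD, cut at about 10% in these data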;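 also: 0% = DMSO wells and 100% = sodium butyrate wells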
DAX1 inh-1: DAX1 (NR0B1) inhibition, primary screen. AID 652010. inhibition, % at 6.8 µM. 370,000 compounds, 1.1% hits. HEK293T StAR-luciferase reporter, SF-1/DAX-1 repression relief;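 active = inhibition above the mean over all tested compounds plus 3 SD, cut at about 3.6% in these data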;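 also: 0% = DAX-1 cells with DMSO and 100% = cells lacking DAX-1 with DMSO; higher inhibition means more luminescence from relief of DAX-1 repression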
ssDAF12 agonist: activators of S. stercoralis DAF-12 nuclear receptor. HEK293 ssDAF-12/GRIP1 lit1-tk-luc reporter, luminescence; % of 3 µM dafachronic acid response. activation, % at 6.8 µM. 370,000 compounds, 1% hits;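 active = activation above the mean over all tested compounds plus 3 SD, cut at about 0.9% in these data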;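 also: 0% = DMSO-only wells and 100% = 3 µM delta7-dafachronic acid wells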
PG9 Ab binder: PG9 antibody binding by small molecule. inhibition, % at 6.7 µM. 360,000 compounds, 0.43% hits. TR-FRET gp120-PG9 antibody binding; in the data active = inhibition above about 8.5%
PLCb3 inh: inhibitors of human phospholipase C beta3. Q01970. Purified PLC-beta3, fluorogenic substrate, fluorescence. inhibition, % at 12.2 µM. 370,000 compounds, 0.18% hits. AID 720704; in the data active = inhibition above about 11%;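 also: 0% = median of compound wells on plate and 100% = full blocker control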
GAA850 FXN act: increases GAA850 frataxin promoter reporter activity; HEK293 lucGAA850 FXN promoter luciferase reporter, 24 h; percent of 10 µM SAHA response; activation, % at 6 µM; 360,000 compounds, 0.56% hits;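 active = activation above the average of all compounds screened plus 3 SD, cutoff fixed separately per campaign, cut at about 7.5% in these data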;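 also: 0% = DMSO wells and 100% = 10 µM SAHA wells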
SMARCA2 act: increases SMARCA2 function in MMTV reporter cells | MG213 cells, MMTV-luciferase reporter, dexamethasone, overnight | 370,000 compounds, 1% hits | activation, % at 9.1 µM; in the data active = activation above about 7.8%;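 also: 0% = vehicle wells and 100% = reference activator wells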
DAX1 inh-2: inhibitors of human orphan nuclear receptor DAX1 (NR0B1); P51843; HEK293 Gal4-DAX1 luciferase reporter, luminescence; inhibition, % at 6.75 µM; 340,000 compounds, 0.99% hits; AID 504766;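 active = inhibition above the mean over all tested compounds plus 3 SD, cut at about 4.2% in these data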;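 also: 0% = DAX1-transfected cells with DMSO and 100% = empty-vector control cells with DMSO; inhibition shows as a rise in luminescence from relieved DAX1 repression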
Rev-erbA mod: modulators of human Rev-erb alpha DNA binding. P20393. Rev-erbα–FITC-DNA binding, fluorescence polarization, 90 min. activity, % at 10 µM. 370,000 compounds, 0.79% hits;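 active = activity above about 14%, limit read from the data; passing the limit was not always enough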;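 also: 0% = DMSO wells with 35 nM protein and 100% = DMSO wells with 750 nM protein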
Target sequence (P20393 whole entry, looked up): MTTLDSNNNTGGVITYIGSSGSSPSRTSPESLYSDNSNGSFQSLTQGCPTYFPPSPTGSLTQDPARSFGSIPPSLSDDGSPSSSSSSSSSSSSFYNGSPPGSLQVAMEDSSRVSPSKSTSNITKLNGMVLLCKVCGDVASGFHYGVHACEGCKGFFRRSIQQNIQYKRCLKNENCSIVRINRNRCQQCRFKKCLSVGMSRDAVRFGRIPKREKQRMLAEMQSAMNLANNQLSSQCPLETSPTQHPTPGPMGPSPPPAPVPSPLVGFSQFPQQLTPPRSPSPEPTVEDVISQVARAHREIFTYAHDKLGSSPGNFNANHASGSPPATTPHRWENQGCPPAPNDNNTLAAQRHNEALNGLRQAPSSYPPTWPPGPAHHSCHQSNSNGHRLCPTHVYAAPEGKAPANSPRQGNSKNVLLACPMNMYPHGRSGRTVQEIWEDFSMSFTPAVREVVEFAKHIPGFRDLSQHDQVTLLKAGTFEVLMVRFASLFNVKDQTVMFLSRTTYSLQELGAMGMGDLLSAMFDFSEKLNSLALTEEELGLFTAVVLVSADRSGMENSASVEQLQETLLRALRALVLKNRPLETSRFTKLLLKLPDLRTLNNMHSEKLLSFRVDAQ
sPLA2-III inh: Inhibits HGIII-sPLA2 liposome hydrolysis, primary screen; QFRET BODIPY PC-A2 liposome hydrolysis, fluorescence; inhibition, % at 12.2 µM; 370,000 compounds, 0.56% hits; AID 743126;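 active = inhibition above mean plus 3 SD of compounds lying within the high and low control bounds, cut at about 19% in these data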;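 also: 0% = median of test compound wells and 100% = no enzyme DMSO wells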
Target sequence (Q9NZ20 whole entry, looked up): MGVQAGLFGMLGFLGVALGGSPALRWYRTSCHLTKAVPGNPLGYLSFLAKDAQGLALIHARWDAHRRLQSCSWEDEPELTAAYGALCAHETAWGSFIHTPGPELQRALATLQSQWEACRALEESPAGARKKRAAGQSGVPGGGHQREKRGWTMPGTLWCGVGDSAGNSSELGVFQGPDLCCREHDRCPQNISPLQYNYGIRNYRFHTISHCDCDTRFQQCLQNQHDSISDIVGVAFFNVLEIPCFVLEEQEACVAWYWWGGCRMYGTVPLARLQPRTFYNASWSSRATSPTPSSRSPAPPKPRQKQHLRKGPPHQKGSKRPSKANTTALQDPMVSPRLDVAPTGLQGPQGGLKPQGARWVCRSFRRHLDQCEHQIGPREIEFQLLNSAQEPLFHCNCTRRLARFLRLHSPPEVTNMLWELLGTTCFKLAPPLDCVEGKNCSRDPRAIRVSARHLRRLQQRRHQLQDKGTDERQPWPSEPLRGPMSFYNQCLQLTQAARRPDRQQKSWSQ
Active calls of the source: *; i = inactive; . = not tested or not shown.

SMILES | hcDAF12 agonist | hgDAF-12 ag | DAX1 inh-1 | ssDAF12 agonist | PG9 Ab binder | PLCb3 inh | GAA850 FXN act | SMARCA2 act | DAX1 inh-2 | Rev-erbA mod | sPLA2-III inh
COc1cc(/C=C/C(=O)O)cc(S(=O)(=O)N(CC(C)C)CC(C)C)c1OC | 0.9 | 2.7 | -0.9 | -1.3 | -2.7 | 3 | 1.8 | 2 | 1.5 | 2 | -6
COc1ccc(C2CC(=O)CCN2S(=O)(=O)c2ccc(C)cc2)cc1 (stereo not drawn) | -1.6 | -1.0 | -0.1 | -1.1 | -1.3 | 4 | 1.6 | -5 | -0.8 | -4 | -12
O=C(Nc1ccc2c(c1)C(=O)N(CC1CCCO1)C2=O)c1cccc(Br)c1 (stereo not drawn) | -0.8 | -0.6 | -0.3 | -1.6 | -0.5 | -60 | -0.9 | -3 | -1.0 | -3 | 6
CC1(C)CC(=O)c2sc(NC(=O)c3ccco3)nc2C1 | 4.8 | 12* | 2.4 | -0.1 | 1.6 | -20 | 2.9 | -1 | -0.4 | 6 | 12
Cc1ccc(S(=O)(=O)N2CCCN(S(=O)(=O)c3ccc4c(c3)OCCO4)CC2)cc1 | -2.2 | 0.5 | -0.7 | -1.3 | -0.6 | -4 | -0.1 | -5 | -1.5 | -2 | -11
Cc1cc(F)ccc1-c1cc(C(=O)NC(C)C)[nH]n1 | 1.4 | 4.3 | 0.6 | -0.7 | -1.7 | 2 | 0.9 | 0 | . | 1 | 2
O=C(Nc1cc(-c2nn(CC(=O)N3CCCCC3)c(=O)c3ccccc23)ccc1N1CCOCC1)c1ccc(Cl)cc1 | 0.1 | 2.6 | -0.4 | -1.0 | -0.8 | 0 | -2.5 | 0 | 0.0 | 3 | 5
CCOc1ccc(NC(=O)COC(=O)C2COc3ccccc3O2)cc1 (stereo not drawn) | -0.9 | 5.3 | -0.9 | -1.1 | -0.6 | -2 | -1.3 | 3 | 0.6 | 2 | 6
COc1ccc(Nc2ncnc3c2cnn3Cc2ccccc2)cc1OC | -1.6 | -3.6 | -1.4 | -1.5 | -0.5 | -10 | 2.4 | -2 | -1.1 | 2 | -11
COC(=O)c1[nH]c2ccccc2c1NC(=O)CCN1CCSCC1 | -0.7 | -0.7 | 0.3 | -0.9 | -1.2 | -3 | 0.5 | 2 | 2.3 | -1 | 2
O=C(c1sc2cc([N+](=O)[O-])ccc2c1Cl)N1CCOCC1 | -0.4 | -0.4 | -0.3 | -2.1 | -2.5 | -4 | 1.6 | 0 | -0.9 | -4 | 9
Cc1nnc(Nc2ccc(C(=O)N3CCOCC3)cc2)c2ccccc12 | -0.1 | -0.3 | 0.0 | -1.3 | -1.5 | -73 | 1.1 | -3 | -0.4 | -3 | 3
COc1cc(OC)cc(C(=O)N[C@H](C(=O)OCC(=O)Nc2ccc(F)c(F)c2)C(C)C)c1 | -2.0 | 0.9 | -0.8 | -1.2 | -1.4 | -3 | 0.7 | -1 | 0.5 | -2 | -4
COC(=O)COc1ccc(S(=O)(=O)Nc2ccc(C(N)=O)cc2)cc1Cl | -1.0 | 0.8 | -0.5 | -0.7 | 0.0 | 0 | 0.8 | -1 | 0.9 | 0 | -3
CCn1c(C)nnc1SCC(=O)Nc1cccc(Cl)c1 | 2.0 | 3.1 | 0.1 | -0.5 | -1.7 | -6 | 0.1 | -1 | 0.8 | -3 | -6
CCCN1C(=O)S/C(=C\c2ccc(N3CCOCC3)o2)C1=O | -0.6 | -1.3 | -0.6 | -0.7 | -9.4 | -31 | 9.8* | 6 | -0.2 | -1 | -5
N=C1/C(=C/c2cccs2)C(=O)N=C2SN=C(SCc3ccccc3)N12 | -0.7 | 5.5 | 0.1 | -1.0 | -0.6 | -36 | 4.9 | 3 | -0.4 | -2 | -13
O=C(CN1CCN(C(=O)c2ccco2)CC1)Nc1ccccc1-c1ccccc1 | -1.1 | -4.8 | -0.2 | -1.4 | -0.2 | -2 | 1.9 | -2 | -1.4 | 7 | -4
CCC(=O)Oc1ccc(NC(=O)CSCc2ccccc2)cc1 | 1.9 | 4.9 | 0.3 | -0.8 | 0.8 | 0 | 1.9 | 5 | 1.4 | 0 | -7
COCCn1c(=S)[nH]c2cc(C(=O)N3CCN(c4ccccc4OC)CC3)ccc2c1=O | -0.2 | 0.8 | -0.2 | -1.7 | 1.3 | 6 | -2.7 | 4 | -0.1 | -1 | 7
CC(C)C[C@@H](CN1CCC[C@@H]1CN1C(=O)C(=O)NC[C@@H]1Cc1ccc(O)cc1)N1C[C@H](Cc2ccc(O)cc2)N(CC2CCCCCC2)C(=O)C1=O | -1.9 | -2.3 | 0.9 | -1.0 | -2.1 | 2 | . | -5 | . | 3 | -6
CCN1C(=O)[C@H]2[C@@H](c3ccc(-c4ccc(Cl)c(Cl)c4)cc3)N[C@@](Cc3ccccc3)(C(=O)OC)[C@H]2C1=O | 0.5 | -1.1 | 0.9 | -0.6 | -2.2 | 2 | 0.1 | 0 | 2.4 | 2 | 0
COc1ccc(-c2ccn(-c3cccc(F)n3)n2)cc1 | 1.6 | 8.1 | 0.8 | -1.2 | -2.5 | -14 | 0.1 | 5 | 0.5 | 0 | -9
CC(C)[C@H](N)C(=O)NC[C@H](CC(=O)NC[C@H]1CC[C@H](C(=O)O)CC1)c1ccc(Cl)cc1 | -0.9 | 0.0 | 0.5 | -1.2 | 0.5 | -4 | -0.1 | 0 | -0.1 | -4 | 10
O=C(CCN1CCN(CCO)CC1)Nc1ccc(C2CCCC2)cc1 | 3.6 | 1.3 | -0.1 | -0.2 | 1.7 | 1 | 0.6 | -3 | 1.7 | -2 | 0

Overlap with the part before: two entries, then new ones.
SMILES | hcDAF12 agonist | hgDAF-12 ag | DAX1 inh-1 | ssDAF12 agonist | PG9 Ab binder | PLCb3 inh | GAA850 FXN act | SMARCA2 act | DAX1 inh-2 | Rev-erbA mod | sPLA2-III inh
CC(C)[C@H](N)C(=O)NC[C@H](CC(=O)NC[C@H]1CC[C@H](C(=O)O)CC1)c1ccc(Cl)cc1 | -0.9 | 0.0 | 0.5 | -1.2 | 0.5 | -4 | -0.1 | 0 | -0.1 | -4 | 10
O=C(CCN1CCN(CCO)CC1)Nc1ccc(C2CCCC2)cc1 | 3.6 | 1.3 | -0.1 | -0.2 | 1.7 | 1 | 0.6 | -3 | 1.7 | -2 | 0
CCSc1nc2c(c(=O)[nH]c(=O)n2C)n1Cc1ccc(Cl)cc1 | -0.1 | -0.2 | 0.0 | -0.3 | -2.0 | -1 | 7.6* | 1 | -0.3 | -1 | -4
COc1ccc(N2CCN(CCCNC(=O)C(=O)c3c(C)[nH]c4ccccc34)CC2)cc1 | 1.8 | -1.7 | -0.4 | -0.7 | -2.4 | -2 | 1.1 | 1 | -0.6 | -4 | -3
O=C(COC(=O)c1cc(=O)[nH]c2ccccc12)Nc1ccc(F)cc1F | 1.2 | 1.1 | -0.5 | -1.1 | 0.3 | -138 | -1.5 | 3 | -0.5 | -3 | -7
COCCNC(=O)c1ccccc1N(Cc1ccccc1)S(=O)(=O)c1ccc(C)cc1 | -0.6 | -3.4 | 0.0 | -0.9 | -2.4 | 2 | -0.4 | 4 | -0.1 | 1 | 5
CCOCc1nnc(NC(=O)c2cccs2)s1 | -0.5 | 3.1 | 0.7 | -0.7 | -0.9 | -2 | -0.3 | 1 | 1.2 | -2 | 3
COC(=O)C(CCSC)NS(=O)(=O)c1ccc(Cl)cc1 (stereo not drawn) | -1.7 | -3.5 | 0.4 | -1.8 | -2.7 | 4 | 1.9 | -1 | -0.7 | -3 | 1
Cc1ccc2cc(COC(=O)c3ccco3)c(=O)[nH]c2c1 | 2.6 | -0.3 | -0.3 | -0.3 | -1.4 | -7 | -0.6 | 2 | 1.0 | -3 | -4
CNc1cc(-c2cccc(OC)c2F)nc2ccnn12 | -1.0 | 0.6 | 0.7 | -1.5 | -0.4 | i | 2.0 | -1 | . | 3 | 4
CC(C)NC(=O)COC(=O)/C=C/c1ccco1 | -2.4 | 0.7 | 0.1 | -0.7 | 1.5 | 1 | 2.5 | -1 | -2.0 | 0 | 15
CCOC(=O)C(=O)Nc1cc(C(=O)OC)cc(C(=O)OC)c1 | -1.0 | -2.0 | -0.3 | -1.0 | 1.6 | -1 | -0.1 | -2 | -0.2 | 0 | -1
CCOC(=O)C1(Cc2ccccc2)CCN(Cc2ccc3c(c2)OCCO3)CC1 | -0.9 | -2.5 | 0.1 | -1.2 | 1.7 | 0 | 0.1 | -6 | -1.2 | 1 | 2
Cn1c(N)c(C(=O)COC(=O)c2ccco2)c(=O)n(C)c1=O | -0.4 | -0.4 | -0.4 | -1.4 | -0.1 | 0 | 0.3 | 1 | -1.4 | 1 | 5
COc1ccc(-c2nc(CS(=O)(=O)CC(=O)Nc3cccc(C(C)=O)c3)c(C)o2)cc1 | -1.4 | 4.0 | -1.5 | -1.0 | 0.3 | -9 | 0.7 | 0 | -0.2 | 5 | -22
CCOC(=O)C1CCCN(C(=O)CNS(=O)(=O)c2ccc(Br)s2)C1 (stereo not drawn) | -0.7 | 1.1 | 0.0 | -2.1 | -0.1 | 1 | 1.6 | -3 | 0.0 | -8 | -9
O=c1cc(N2CCN(c3cccc(Cl)c3)CC2)[nH]c(=O)n1C1CCCCC1 | 0.0 | 2.4 | 1.1 | -0.8 | -1.1 | 2 | -0.4 | -1 | 0.3 | 19 | 2
CCn1c2ccccc2c2cc(NC(=O)COC(=O)C3CCC(=O)N3)ccc21 (stereo not drawn) | -2.2 | -2.5 | -0.5 | -1.1 | -2.6 | 0 | 0.5 | 1 | -1.6 | -1 | -6
Cc1cc2nc(-c3ccco3)cc(C(F)(F)F)n2n1 | -0.1 | -1.8 | -0.7 | -1.7 | 1.4 | -7 | 1.2 | -2 | -0.7 | -1 | 9
COc1ccc(C(=O)N/C(=C\c2ccc(Cl)cc2)C(=O)NCc2ccncc2)cc1 | 3.1 | -2.5 | -0.6 | 0.2 | -2.3 | -30 | 0.7 | -4 | -1.0 | -2 | 13
COC(=O)Cc1csc(NC(=O)CSc2nncn2C)n1 | 1.4 | 0.7 | -0.2 | -0.8 | 0.8 | 0 | 0.1 | -2 | . | 6 | 3
Cc1cc2c(c(=O)n1CCN(C)C)C(c1ccccc1Br)C(C#N)=C(N)O2 (stereo not drawn) | -1.4 | -0.5 | 0.9 | -0.7 | 1.3 | 0 | -1.1 | 1 | 0.3 | -2 | 1
C[C@H]1[C@@H](OC(=O)NCc2ccc(Cl)cc2)CC[C@@]23CCCN2C(=O)CCC[C@@H]13 | -0.3 | -1.4 | . | -0.6 | . | 1 | . | . | . | -6 | 7
COc1ccc(C(=O)NCCc2nnc3ccc(SCC(=O)Nc4ccccc4)nn23)cc1 | 0.9 | -4.1 | -1.1 | -1.2 | -1.7 | -10 | 1.4 | -4 | -0.6 | -3 | -3
COc1cc(/C=C2/SC(=Nc3ccc(O)cc3)NC2=O)cc(OC)c1O | -2.4 | -1.8 | -1.7 | -2.0 | -9.8 | -53 | 4.3 | 8.9* | -0.3 | 4 | -19
COc1ccc(-c2nc3ccccc3c(=O)n2O)cc1 | -0.7 | 2.2 | -0.2 | -0.8 | 0.0 | -5 | 0.3 | -1 | 0.3 | 1 | -1
CCOc1ccc(S(=O)(=O)N2CCC(C(=O)NCC3CCCO3)CC2)cc1 (stereo not drawn) | 1.0 | -4.0 | -0.9 | -1.1 | -1.9 | -4 | 1.6 | -1 | 0.1 | -3 | -2
